# PI4K2A block – qHTS for small molecular inhibitors of PI4K2A; Phosphatidylinositol 4-kinase type 2-alpha (Homo sapiens), Q9BTU6; purified PI4K2A, ADP-Glo luminescence, 1 h; hits give low values; activity change, negative = inhibition, % at 76.9 µM; 420,000 tested, 0.13% active; AID 1346378, 2018; in the data active means activity change below about -50%; inconclusive means mostly about -30% to -49%;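 further: -100% = wells without enzyme as full effect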
#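 Compounds are screened against recombinant PI4K2A using PI as substrate and ATP, the latter dispensed at 300 microM. Reactions run one hour at ambient temperature before ADP-Glo detection; full inhibition defined by wells lacking enzyme.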
# G9a block – qHTS Assay for Inhibitors of Histone Lysine Methyltransferase G9a; 350,000 tested, 8.8% active; G9a H3K9 monomethylation, AlphaScreen, 2 h; AID 504332, 2011; Potency, µM (series often up to 102 µM), inactives show top-dose activity, negative = inhibition, actives largely listed as inhibitors; further: potency means the concentration at half of the fitted maximal effect; on the % scale 0 is the no-effect control and ±100 the full control effect; nearly all actives have a fitted effect of over 75% in size
#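 Methyltransferase reactions run at room temperature for 2 h (20 nM enzyme, 500 nM biotin-H3K9 peptide, 20 uM SAM) after a 15 min compound preincubation; product detected by AlphaScreen beads and anti-H3K9me1 antibody.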
# GLS inhibitor – qHTS for Inhibitors of Glutaminase (GLS); Glutaminase kidney isoform, mitochondrial (Homo sapiens), O94925; GLS enzymatic activity, qHTS titration; Potency, µM (top dose mostly 45.5 µM), for inactives: top-dose activity change, negative = inhibition, hits mostly inhibitors; 410,000 tested, 0.21% active; further: potency means the concentration at half of the fitted maximal effect; on the % scale 0 is the no-effect control and ±100 the full control effect
#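 Read-out is an Amplex red fluorescence increase coupled through glutamate oxidase and HRP, measured before and after 30 min room-temperature incubation. hKGA is in 45 mM KH2PO4 (pH 8.2) with 0.02% Tween-20; glutamine added as 1mM solution.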
# PGK inhibitor – qHTS Assay to Find Inhibitors of Phosphoglycerate Kinase; AID 602233, 2012; PGK/GAPDH coupled, Kinase-Glo luminescence, 60 min; 380,000 tested, 0.043% active; Potency, µM (titrated, usually from 57.5 µM), for inactives: top-dose activity change, negative = inhibition, hits mostly inhibitors; further: potency means the concentration at half of the fitted maximal effect; on the % scale 0 is the no-effect control and ±100 the full control effect; nearly all actives have a fitted effect of over 60% in size
#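 Luminescent ATP detection (Kinase-Glo Plus) follows a 60-minute room-temperature incubation, with wells lacking PGK as controls. Buffer: 100 mM TEA (pH 7.6), 5 mM MgCl2, 0.01% Tween-20. Coupling enzyme GAPDH (100 nM final) supplies unstable 1,3-BPG in-well.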
# JMJD2A Tudor – qHTS Assay for Inhibitors of JMJD2A-Tudor Domain; AlphaScreen JMJD2A-Tudor / H3K4me3 peptide binding; Potency, µM (top dose mostly 114 µM), for inactives: at the top dose activity change, negative = inhibition, most hits filed as inhibitors; 390,000 tested, 4.4% active; further: potency means the concentration at half of the fitted maximal effect; on the % scale 0 is the no-effect control and ±100 the full control effect; nearly all actives have a fitted effect of over 50% in size
# ERG-DNA inh – qHTS for Small Molecule Inhibitors of the ERG Ets/DNA interaction; Potency, µM (series often up to 76.9 µM), without a hit: at the highest dose FP activity, negative = inhibition, actives largely listed as inhibitors; fluorescence polarization, His-ERG Ets domain / labelled DNA; 370,000 tested, 0.028% active; Transcriptional regulator ERG (Homo sapiens), P11308; AID 624246, 2012; active means well fitted inhibition curve with a large enough effect in the polarisation, with a control signal flat; inconclusive means small, poorly fitted or top-dose-only effect, or effect the other way, or a change in a side signal; inactive means no such curve, though single readings can be large or run the other way; the % refers to the polarisation;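 further: polarization taken with two DNA probes labelled with fluorescein and Texas red; potency means the concentration at half of the fitted maximal effect; % of control where 0% means no effect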
#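 His-tagged ERG Ets domain (1 uM in the protein solution; 300mM KCl, 50mM Tris-HCl, 1mM EDTA, 1mM DTT, pH 7.5) received compound, then a probe mix of 5 nM fluorescein-DNA and 100nM Texas-615-DNA. Fluorescence polarization was read for both dyes.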
# Pin1 inh – qHTS Assay to Find Inhibitors of Pin1. 390,000 tested, 0.009% active. Peptidyl-prolyl cis-trans isomerase NIMA-interacting 1 (Homo sapiens), Q13526. Potency, µM (doses to about 115 µM), inactives show top-dose activity, negative = inhibition, actives largely listed as inhibitors. Pin1 FP peptide displacement, HiFluor488, 10 min; active means well fitted inhibition curve with a large enough effect in the polarisation, with a control signal flat, not every such curve was filed as active; inconclusive means small, poorly fitted or top-dose-only effect, or effect the other way, or a change in a side signal; inactive means no such curve, though single readings can be large or run the other way; the % refers to the polarisation; further: potency means the concentration at half of the fitted maximal effect; on the % scale 0 is the no-effect control and ±100 the full control effect
# BAZ2B inh – qHTS Assay for Inhibitors of BAZ2B. Bromodomain adjacent to zinc finger domain protein 2B (Homo sapiens), Q9UIF8. AlphaScreen BAZ2B-H3K14Ac peptide displacement. Potency, µM (highest dose often 114 µM), without a hit: top-dose activity change, negative = inhibition, hits mostly inhibitors. 360,000 tested, 4.4% active. AID 504333, 2011; further: potency means the concentration at half of the fitted maximal effect; on the % scale 0 is the no-effect control and ±100 the full control effect; nearly all actives have a fitted effect of over 60% in size
# Target sequence (Q9UIF8 whole entry, looked up, the tested form may be a part): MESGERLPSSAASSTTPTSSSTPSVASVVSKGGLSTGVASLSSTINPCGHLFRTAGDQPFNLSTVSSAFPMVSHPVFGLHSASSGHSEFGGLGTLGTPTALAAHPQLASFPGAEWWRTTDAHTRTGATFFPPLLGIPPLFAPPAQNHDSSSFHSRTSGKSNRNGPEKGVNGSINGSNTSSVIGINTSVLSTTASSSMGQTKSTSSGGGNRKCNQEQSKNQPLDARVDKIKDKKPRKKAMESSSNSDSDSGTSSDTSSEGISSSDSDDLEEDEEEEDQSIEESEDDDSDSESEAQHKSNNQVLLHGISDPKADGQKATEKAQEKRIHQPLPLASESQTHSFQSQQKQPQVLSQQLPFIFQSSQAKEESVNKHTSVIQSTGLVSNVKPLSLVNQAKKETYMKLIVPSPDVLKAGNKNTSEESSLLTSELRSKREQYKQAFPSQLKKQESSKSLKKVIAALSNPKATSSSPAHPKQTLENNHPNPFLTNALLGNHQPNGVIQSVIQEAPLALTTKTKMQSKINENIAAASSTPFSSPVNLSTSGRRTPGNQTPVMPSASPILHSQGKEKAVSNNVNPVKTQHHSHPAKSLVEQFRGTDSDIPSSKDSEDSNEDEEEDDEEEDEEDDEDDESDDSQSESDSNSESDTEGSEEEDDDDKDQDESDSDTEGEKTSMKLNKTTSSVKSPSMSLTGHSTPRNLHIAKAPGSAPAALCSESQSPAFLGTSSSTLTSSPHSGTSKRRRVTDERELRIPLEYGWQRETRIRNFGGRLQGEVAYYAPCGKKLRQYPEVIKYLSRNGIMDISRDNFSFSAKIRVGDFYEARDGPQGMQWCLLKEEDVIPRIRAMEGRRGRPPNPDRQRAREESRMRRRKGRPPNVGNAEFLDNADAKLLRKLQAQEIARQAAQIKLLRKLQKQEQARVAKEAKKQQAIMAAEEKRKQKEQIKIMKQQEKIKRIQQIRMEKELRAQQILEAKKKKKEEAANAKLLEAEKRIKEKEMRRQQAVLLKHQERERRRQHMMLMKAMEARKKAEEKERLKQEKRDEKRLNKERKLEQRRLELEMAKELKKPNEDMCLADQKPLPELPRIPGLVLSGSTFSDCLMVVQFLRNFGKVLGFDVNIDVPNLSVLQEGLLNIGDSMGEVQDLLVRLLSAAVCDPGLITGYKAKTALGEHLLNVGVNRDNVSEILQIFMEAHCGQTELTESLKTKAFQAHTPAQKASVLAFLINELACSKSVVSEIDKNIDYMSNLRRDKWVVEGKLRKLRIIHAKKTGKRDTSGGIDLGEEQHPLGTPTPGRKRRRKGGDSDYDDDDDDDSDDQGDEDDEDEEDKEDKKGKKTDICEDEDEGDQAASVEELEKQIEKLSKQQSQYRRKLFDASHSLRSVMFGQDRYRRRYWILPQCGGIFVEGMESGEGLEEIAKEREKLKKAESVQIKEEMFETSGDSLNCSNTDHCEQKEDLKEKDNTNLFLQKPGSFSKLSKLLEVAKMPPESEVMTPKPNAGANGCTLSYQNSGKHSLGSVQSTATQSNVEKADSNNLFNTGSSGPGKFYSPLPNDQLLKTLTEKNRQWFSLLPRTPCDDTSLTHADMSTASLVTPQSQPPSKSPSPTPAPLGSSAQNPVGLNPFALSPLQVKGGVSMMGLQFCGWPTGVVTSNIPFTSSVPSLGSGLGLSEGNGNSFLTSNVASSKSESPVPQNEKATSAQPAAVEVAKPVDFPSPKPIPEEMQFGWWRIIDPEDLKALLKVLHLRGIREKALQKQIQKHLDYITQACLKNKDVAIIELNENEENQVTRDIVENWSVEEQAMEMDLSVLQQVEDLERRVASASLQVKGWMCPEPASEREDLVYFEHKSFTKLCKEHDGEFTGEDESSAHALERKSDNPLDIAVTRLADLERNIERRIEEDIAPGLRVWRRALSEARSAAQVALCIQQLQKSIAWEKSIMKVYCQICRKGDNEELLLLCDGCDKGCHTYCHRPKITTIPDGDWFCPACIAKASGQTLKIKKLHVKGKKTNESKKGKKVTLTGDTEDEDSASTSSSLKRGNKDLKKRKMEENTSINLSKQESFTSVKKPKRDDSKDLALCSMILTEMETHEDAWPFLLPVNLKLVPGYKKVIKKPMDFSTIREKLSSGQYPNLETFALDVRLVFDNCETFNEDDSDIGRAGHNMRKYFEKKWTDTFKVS
#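 AlphaScreen luminescence quantifies BAZ2B engagement of H3K14Ac peptide; the protein and biotinylated peptide are both at 50 nM final, buffer PBS pH 7.4 with 0.01% Tween-20, all steps at room temperature.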
# HP1b binding inh – HTS for Inhibitors of HP1-beta Chromodomain Interactions with Methylated Histone Tails. Chromobox protein homolog 1 (Homo sapiens), P83916. AlphaScreen HP1-beta / biotin-H3K9me3 peptide binding. Potency, µM (series often up to 114 µM), without a hit: top-dose activity change, negative = inhibition, most hits filed as inhibitors. 390,000 tested, 0.56% active; further: potency means the concentration at half of the fitted maximal effect; nearly all actives have a fitted effect of over 70% in size; inactives centre near 23
#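 Compound inhibition of the preformed complex between 50 nM HP1-beta and 50 nM biotinylated H3K9me3 peptide was read by AlphaScreen. Buffer was PBS pH 7.4 with 0.01% Tween-20. Incubations ran 30 min at room temperature, with 10 ug/mL donor/acceptor beads.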
# * = called active by the depositor; i = inactive; ? = inconclusive; · = not tested or not shown; [ ] = another dose, or the depositor's remark. Unless noted, the call rests on the fitted dose curve; in most records, active means well fitted curve in the direction sought with a large enough effect; inconclusive means small, poorly fitted or top-dose-only effect, or another doubt; inactive means no such curve, though single readings can be large; an effect the other way counts as inactive or inconclusive.
SMILES,PI4K2A block,G9a block,GLS inhibitor,PGK inhibitor,JMJD2A Tudor,ERG-DNA inh,Pin1 inh,BAZ2B inh,HP1b binding inh
CN(C(=O)c1ccc(S(=O)(=O)NC2CCCC2)cc1)C1CCCCC1,-1,7%[12.7 µM],18%,-9%,-5%,·,-8%,-4%,15%
CC(=O)OCCN1CCN(C(=O)CN2C(=O)NC(c3ccccc3)(c3ccccc3)C2=O)CC1,1,·,-2%,i,-3%,-9%,2%,12%,31%
Cc1cc(C)n(CC(=O)N2CCCC(C(=O)c3cccc(OC(C)C)c3)C2)n1 (stereo not drawn),-1,-2%,0%,7%,-11%,-1%,0%,-15%,22%
CCSc1cc(C2C(C(=O)OC)=C(C)NC3=C2C(=O)CCC3)c(C)o1 (stereo not drawn),-3,7.1µM*,7%,-7%,?,-1%,-5%,?,?
CCC(=NCCc1ccc(OC)c(OC)c1)C1=C(O)CC(C)(C)CC1=O,1,-3%,9%,0%,-7%,-16%,-1%,-3%,22%
N=c1c2c3c(sc2nc2n1CCCCC2)CCCC3,-2,-24%[59 µM],2%,-3%,-13%,-7%,-7%,-2%,18%
Cc1ccccc1OCC(=O)Nc1ccc2[nH]c(=O)sc2c1,-13,-41%[59 µM],-9%,2%,-18%,5%,10%,-3%,30%
CNC(=O)CCn1nc(-c2ccccc2)c2ccccc2c1=O,-10,28%,-12%,i,-6%[11.4 µM],1%,10%,25%,2%
Cc1cccc(NC(=O)CCNC(=O)c2ccccc2)c1,-2,11%,7%,2%,-5%,5%,-5%,10%,20%
C=CCc1c(C)nc2nc(SCC(=O)Nc3ccc(OCC)cc3)nn2c1C,-2,-3%[59 µM],5%,-11%,-12%,1%,0%,40%[activator],94%[activator]
Cc1nn2c(-c3cccc(NC(=O)c4ccc(Cl)cc4)c3)nnc2c2ccccc12,1,-34%[59 µM],-7%,2%,-8%,-2%,-8%,-4%,28%
COc1ccc(-c2cn3nc(N4CCCC(C(=O)Nc5cccc(OC)c5)C4)sc3n2)cc1 (stereo not drawn),2,?,-4%,-10%,-24%,1%,15%,-7%,12%
CCOc1ccccc1N1CCN(C(=O)CNC(=O)c2sc3ccccc3c2Cl)CC1,1,8%[59 µM],?,-6%,5%,12%,6%,-16%,-21%
COc1ccc(N=C2SC(CC(=O)Nc3ccc(F)cc3)C(=O)N2Cc2ccco2)cc1 (stereo not drawn),-2,?,-1%,-3%,-9%,-1%,9%,4%,57%[activator]
Cc1sc2ncnc(N3CCC(C(=O)Nc4ccc(Br)cc4Br)CC3)c2c1C,5,40µM*,2%,-2%,-14%,·,8%,7%,12%
Cc1ccc(-n2nnc(-c3nsc(NC(=O)c4ccccc4C)n3)c2C)cc1Cl,2,-4%[59 µM],-18%,i,-1%,-1%,31%[activator],4%,54%[activator]
O=C(NC1CCC1)C1CCC(=O)N(Cc2cccc(F)c2)C1 (stereo not drawn),0,·,0%,-5%,11%,11%,1%,2%,31%
COc1cc2c(C#CCCCO)c(-c3ccsc3)oc(=O)c2cc1OC,-10,·,1%,-9%,-24%,8%,19%,·,32%
CCCCCn1c(=O)[nH]c2cc(C(=O)NCCCN3CCCCC3C)ccc2c1=O (stereo not drawn),2,15%,51%[activator],i,?,2%,-1%,3%,-1%
O=C(CO/N=C/c1ccc(OC(F)F)cc1)NCc1cccs1,3,-1%[59 µM],2%,i,6%,0%,-2%,-7%,40%[activator]
CCOC(=O)/C(=C\c1cccnc1)C(=O)c1cc(C(C)=O)c(Nc2ccccc2)s1,-3,10µM*,-9%,6%,?,2%,43%[activator],56µM*,-11%
Cc1nn(C)c(C)c1NC(=O)CSc1nc(-c2ccccc2Cl)nc2c1cnn2-c1ccccc1,-5,23%[59 µM],-10%,1%,-2%,12%,10%,10%,40%[activator]
CCOc1ccc2nc(NC(=O)CSc3nc4c(c(=O)n(C)c(=O)n4C)n3C(C)C)sc2c1,1,-24%[59 µM],0%,-6%,-15%,·,1%,-3%,17%
Cc1cc(NC(=O)C(C)SCC(=O)Nc2cccc(S(=O)(=O)N3CCCCCC3)c2)no1 (stereo not drawn),-2,·,-3%,i,-28%,17%,-3%,·,-3%
COc1ccc(CNC(=O)CCc2nc(-c3ccc(C)cc3)no2)c(OC)c1,-3,4%[59 µM],-12%,-3%,5%,-3%,1%,0%,44%[activator]
Cc1ccc2c(c1)N(CC(=O)N1CCCCC1)C(=O)C(C)O2 (stereo not drawn),-1,16%,11%,-7%,-4%,-6%,-5%,-7%,15%
Cc1ccc(NC(=O)CN(c2ccc(Cl)cc2)S(=O)(=O)c2cc([N+](=O)[O-])ccc2Cl)cc1,1,-9%[59 µM],8%,-5%,?,6%,-8%,-33%,?
Cc1cccc(S(=O)(=O)Nc2nc3ccccc3nc2NCc2ccco2)c1,-6,-4%[12.7 µM],0%,0%,-10%,1%,-4%,5%,32%
COc1cc(OC)cc(-c2c(-c3ccc(F)cc3)c3cc(-c4cccc5[nH]ccc45)ccc3n2C)c1,1,5%[0.501 µM],-3%,1%,?,4%,13%,?,20%
COCCNC(=O)CNC(=S)N(CCCN1CCOCC1)Cc1cccs1,1,4%,-17%,3%,-10%,-13%,1%,-3%,21%
Cc1ccc(C)c(OCC(=O)Nc2nonc2NC(=O)COc2cc(C)ccc2C)c1,-4,16µM*,-2%,i,-23%,-2%,13%,?,33%[activator]
CC(=O)Nc1ccc2nc(NC(=O)c3cccs3)sc2c1,-23,45µM*,-10%,-13%,-10%,-5%,?,-26%,35%[activator]
CC(C)C[C@@H](CN1C(N)=NC[C@@H]1C)NC(=O)CC12CC3CC(CC(C3)C1)C2,-2,·,4%,-6%,3%,8%,-2%,·,51%[activator]
CCCc1nc(N)c(C#N)c(N)c1C#N,49,-4%,-1%,1%,-14%,5%,1%,1%,28%
Cc1cc(C)c(S(=O)(=O)Nc2nnc(C(C)C)s2)c(C)c1,-4,23%[59 µM],20%,i,10%,1%,0%,-3%,47%[activator]
CCOC(=O)C1CCCN(C(=O)COc2ccc(C(=O)c3ccc(F)cc3)cc2)C1 (stereo not drawn),-1,·,8%,-3%,-2%,-1%,0%,·,40%[activator]
CS(=O)(=O)c1nncn1-c1ccccc1,2,8%[59 µM],1%,0%,-12%,2%,-2%,2%,19%
CN(CC(=O)Nc1cccc2ccccc12)C(=O)c1ccc(F)cc1F,3,7%[59 µM],2%,i,-19%,-5%,0%,7%,51%[activator]
COc1cccc(C(=O)NCC(=O)N2CCC3(CC2)NCCc2[nH]cnc23)c1,-4,12%,-3%,i,-7%,-2%,0%,-13%,51%[activator]
COc1ccc(Cn2c(CO)cnc2SCc2ccc(F)cc2)cc1,-2,-37%[59 µM],0%,1%,-31%,7%,?,?,2%[57 µM]
C=CCn1c(=O)c2ccc(C(=O)NCc3ccccc3)cc2n(Cc2ccc(Cl)cc2)c1=O,-2,13%[59 µM],-1%,-11%,6%,-2%,0%,-5%,17%

# Structures from the list above that have a thiophene ring, fused or not:
SMILES,PI4K2A block,G9a block,GLS inhibitor,PGK inhibitor,JMJD2A Tudor,ERG-DNA inh,Pin1 inh,BAZ2B inh,HP1b binding inh
N=c1c2c3c(sc2nc2n1CCCCC2)CCCC3,-2,-24%[59 µM],2%,-3%,-13%,-7%,-7%,-2%,18%
CCOc1ccccc1N1CCN(C(=O)CNC(=O)c2sc3ccccc3c2Cl)CC1,1,8%[59 µM],?,-6%,5%,12%,6%,-16%,-21%
Cc1sc2ncnc(N3CCC(C(=O)Nc4ccc(Br)cc4Br)CC3)c2c1C,5,40µM*,2%,-2%,-14%,·,8%,7%,12%
COc1cc2c(C#CCCCO)c(-c3ccsc3)oc(=O)c2cc1OC,-10,·,1%,-9%,-24%,8%,19%,·,32%
O=C(CO/N=C/c1ccc(OC(F)F)cc1)NCc1cccs1,3,-1%[59 µM],2%,i,6%,0%,-2%,-7%,40%[activator]
CCOC(=O)/C(=C\c1cccnc1)C(=O)c1cc(C(C)=O)c(Nc2ccccc2)s1,-3,10µM*,-9%,6%,?,2%,43%[activator],56µM*,-11%
COCCNC(=O)CNC(=S)N(CCCN1CCOCC1)Cc1cccs1,1,4%,-17%,3%,-10%,-13%,1%,-3%,21%
CC(=O)Nc1ccc2nc(NC(=O)c3cccs3)sc2c1,-23,45µM*,-10%,-13%,-10%,-5%,?,-26%,35%[activator]

# Source: PubChem (National Center for Advancing Translational Sciences (NCATS))
